Assay outcomes: PubChem, Sanford-Burnham Center for Chemical Genomics
697 NFkB inh: lowers PMA/ionomycin-induced NF-kB signal in 697 B cells | hit rate 0.33% among 330,000 | AID 435022 | 697 B-cell NF-kB luciferase reporter, 16 h | inhibition, % at 4 µM; in the data active = inhibition above about 35%
Gli-Sufu antag: Gli-Sufu pathway antagonism. Sufu-KO-LIGHT fibroblasts, Gli luciferase reporter luminescence. hit rate 0.74% among 340,000. AID 588413. inhibition, % at 5 µM;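 active = inhibition above about 55%, limit read from the data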;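 also: 0% = DMSO-treated cells and 100% = wells with medium but no cells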
Apaf1 inhib: inhibitors of human Apaf-1 apoptosome; O14727; reconstituted apoptosome caspase-3 activity, DEVD-Rh110 fluorescence; inhibition, % at 20 µM; hit rate 0.71% among 330,000; AID 489030; active = inhibition of at least 40% at 20 µM;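 also: plate controls were DMSO wells for no effect and DEVD-CHO caspase inhibitor wells for full effect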
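Material: reconstituted apoptosome with Apaf-1, cytochrome c, caspase-9, procaspase-3, dATP. Technique: Rh110 fluorescence intensity. Buffer or medium: pH 7.5 Hepes buffer with CHAPS, BSA, DTT. Times: 30 min plus 50 min, RT.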
Jurkat NFkB inh: inhibitors of the PMA/ionomycin-induced NF-kB reporter in Jurkat cells | PMA/ionomycin-induced NF-kB luciferase reporter, luminescence | inhibition, % at 4 µM | hit rate 0.53% among 330,000
UBC13 inh: human UBC13 polyubiquitination inhibition; UBC13 polyubiquitin chain formation, TR-FRET; inhibition, % at 20 µM; hit rate 0.47% among 330,000; AID 485273; in the data active = inhibition above about 45%, passing the limit was not always enough
Target sequence (P61088 whole entry, looked up): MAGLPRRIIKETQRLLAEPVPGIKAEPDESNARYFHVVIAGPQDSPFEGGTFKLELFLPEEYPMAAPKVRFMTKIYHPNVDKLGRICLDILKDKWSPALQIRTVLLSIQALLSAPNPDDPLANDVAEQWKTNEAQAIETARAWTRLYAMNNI
SENP7 inh: SENP7 protease inhibition | Q9BQF6 | inhibition, % at 5 µM | recombinant SENP7, Z-RLRGG-aminoluciferin luminescence, 40 min | AID 434973 | hit rate 1.5% among 330,000;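 active = inhibition above about 50% at the single test dose, limit read from the data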;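 also: plate controls were DMSO with enzyme for no effect and no enzyme buffer wells for full effect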
Target sequence (Q9BQF6 706-1050 limits assumed): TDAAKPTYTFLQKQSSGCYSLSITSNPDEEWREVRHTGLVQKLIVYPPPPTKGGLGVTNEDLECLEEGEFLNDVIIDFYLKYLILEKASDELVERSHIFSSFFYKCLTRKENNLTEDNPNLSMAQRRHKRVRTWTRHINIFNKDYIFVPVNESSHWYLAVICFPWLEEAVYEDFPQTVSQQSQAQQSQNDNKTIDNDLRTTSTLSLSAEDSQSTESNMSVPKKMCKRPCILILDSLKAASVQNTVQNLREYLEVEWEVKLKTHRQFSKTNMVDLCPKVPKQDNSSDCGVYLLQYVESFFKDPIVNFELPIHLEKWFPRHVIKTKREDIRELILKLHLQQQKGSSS
SENP8 inh: SENP8 protease inhibition. hit rate 1.2% among 330,000. inhibition, % at 10 µM. AID 2540. purified SENP8, Z-RLRGG-aminoluciferin cleavage, luminescence. Q96LD8
Target sequence (Q96LD8 whole entry, looked up): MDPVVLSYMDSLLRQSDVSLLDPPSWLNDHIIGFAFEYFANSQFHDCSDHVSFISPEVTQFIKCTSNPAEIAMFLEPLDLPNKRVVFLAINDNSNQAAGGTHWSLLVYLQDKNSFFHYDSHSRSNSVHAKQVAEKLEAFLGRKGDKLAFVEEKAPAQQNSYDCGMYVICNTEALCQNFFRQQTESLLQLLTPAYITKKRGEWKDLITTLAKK
HKDC1 inh: blocks human hexokinase HKDC1 activity; recombinant HKDC1, G6PDH/diaphorase resazurin coupled fluorescence; hit rate 0.16% among 340,000; inhibition, % at 20 µM;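 active = inhibition above about 35% when tested at 20 µM, limit read from the data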;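 also: plate controls were DMSO wells with enzyme for no effect and DMSO wells lacking enzyme for full effect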
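Test system: recombinant HKDC1 (HK5) hexokinase enzyme, produced in-house / Doses: 20 µM test compound, 1% DMSO / Timing: 90 min, room temperature / Detection: G6PDH/diaphorase-coupled fluorescence, 1 mM NADP, 100 µM resazurin, 525/613 nm / Control set: DMSO wells with and without enzyme mix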
Numbers without * were called inactive; & = joins results of further samples. Rule as the data show it, unless noted: active = inhibition above about 50%; inactive = the rest.

`Cc1cc(C)c(NC(=O)Cn2c([N+](=O)[O-])cnc2C)c(C)c1` gave 697 NFkB inh -3.0, Gli-Sufu antag 8.3, Apaf1 inhib -18.9, Jurkat NFkB inh 3.4, UBC13 inh -4.5, SENP7 inh -0.7, SENP8 inh -4.3 and HKDC1 inh -6.8.
CCN(C(C)=O)N(CC)c1nc(Cl)nc(NC(C)C)n1 was read as 697 NFkB inh -14.5, Gli-Sufu antag -1.4, Apaf1 inhib 3.5, Jurkat NFkB inh -28.6, UBC13 inh -12.5, SENP7 inh -14.1, SENP8 inh -14.4 and HKDC1 inh -3.5.
`COC(=O)c1c(NC(=O)C2CC(C)=C(C)CC2C(=O)O)sc2c1CCCCC2` (stereo not given) gave 697 NFkB inh -6.1, Gli-Sufu antag 2.2, Apaf1 inhib 12.8, Jurkat NFkB inh -5.6, UBC13 inh -7.8, SENP7 inh -6.9, SENP8 inh 3.8 and HKDC1 inh 2.5.
For O=C(CCC(=O)c1cccs1)NNC(=O)c1ccc(Cl)cc1 the results were 697 NFkB inh 14.5, Gli-Sufu antag 1.7, Apaf1 inhib -5.9, Jurkat NFkB inh 3.1, UBC13 inh 2.1, SENP7 inh -3.9, SENP8 inh 0.4 and HKDC1 inh -5.6.
For O=C(Cc1csc(-c2ccc(F)cc2)n1)Nc1cccc(S(=O)(=O)NC2=NCCC2)c1 the results were 697 NFkB inh 7.1, Gli-Sufu antag 0.3, Apaf1 inhib 7.6, Jurkat NFkB inh 8.6, UBC13 inh 5.6, SENP7 inh 1.4, SENP8 inh -2.2 and HKDC1 inh 4.1.
`CCn1c(SCc2ccc(C(=O)Nc3cc(C)cc(C)c3)cc2)nnc1-c1ccncc1` gave 697 NFkB inh -10.7, Gli-Sufu antag 7.0, Apaf1 inhib 20.1, Jurkat NFkB inh -8.8, UBC13 inh 5.0, SENP7 inh 0.9, SENP8 inh -7.2 and HKDC1 inh -4.0.
`O=C(NCCc1cccc(F)c1)C1CCCN(c2nc3ccccc3s2)C1` (stereo not given) gave 697 NFkB inh 3.1, Gli-Sufu antag 11.4, Apaf1 inhib 13.2, Jurkat NFkB inh 16.0, UBC13 inh -7.0, SENP7 inh 7.5, SENP8 inh 12.2 and HKDC1 inh -6.1.
Screening CN1CCN(c2nc3c(c(=O)n(C)c(=O)n3C)n2CC(N)=O)CC1 returned 697 NFkB inh 9.7, Gli-Sufu antag -2.2, Apaf1 inhib -1.3, Jurkat NFkB inh -1.9, UBC13 inh -2.0, SENP7 inh 2.0, SENP8 inh -3.4 and HKDC1 inh -10.1.
Screening CSc1nc(SC)c2c3c(oc2n1)COC(C)(C)C3 returned 697 NFkB inh -21.5, Gli-Sufu antag -3.2, Apaf1 inhib 14.3, Jurkat NFkB inh -3.5, UBC13 inh -0.1, SENP7 inh 9.4, SENP8 inh 3.0 and HKDC1 inh 2.9.
For CCS(=O)(=O)c1ccc2oc(SCC(=O)NCCc3ccc(F)cc3)nc2c1 the results were 697 NFkB inh 9.2, Gli-Sufu antag 10.4, Apaf1 inhib 0.6, Jurkat NFkB inh 18.7, UBC13 inh 10.0, SENP7 inh -2.3, SENP8 inh 3.6 and HKDC1 inh -6.8.
`Cc1ccc(NC(=O)CN2C(=O)NC3(CCCc4ccccc43)C2=O)c(C)c1` (stereo not given) gave 697 NFkB inh -7.4, Gli-Sufu antag -1.8, Apaf1 inhib 10.2, Jurkat NFkB inh -6.6, UBC13 inh -5.2, SENP7 inh 2.4, SENP8 inh 6.6 and HKDC1 inh 1.5.
`CN(C)CCOC(=O)C1(c2ccccc2)CCOCC1` gave 697 NFkB inh -5.3&5.7, Gli-Sufu antag 2.6&0.5, Apaf1 inhib -7.5&-3.0, Jurkat NFkB inh 5.4&9.4, UBC13 inh 0.1&16.6, SENP7 inh -1.3&6.0, SENP8 inh 3.7&-4.8 and HKDC1 inh -3.6&-5.8.
Cc1cccc(OCCCn2c(CO)nc3ccccc32)c1 was read as 697 NFkB inh -20.8, Gli-Sufu antag -26.6, Apaf1 inhib -8.0, Jurkat NFkB inh -3.1, UBC13 inh -1.4, SENP7 inh 5.8, SENP8 inh -3.4 and HKDC1 inh -3.6.
For N#C/C(=C\c1cccc(OC(=O)c2cccs2)c1)C(N)=O the results were 697 NFkB inh 11.5, Gli-Sufu antag -4.4, Apaf1 inhib -0.5, Jurkat NFkB inh -4.8, UBC13 inh 10.4, SENP7 inh 0.1, SENP8 inh -8.4 and HKDC1 inh 2.9.
For COc1ccccc1CNC(=O)COC(=O)CSc1ccc(Cl)cc1 the results were 697 NFkB inh -10.0, Gli-Sufu antag -25.2, Apaf1 inhib 16.6, Jurkat NFkB inh -2.3, UBC13 inh -8.2, SENP7 inh -5.9, SENP8 inh -14.6 and HKDC1 inh -1.3.
COC(=O)CSc1nnc(CNc2ccc(Cl)cc2)n1-c1ccccc1 was read as 697 NFkB inh -6.0, Gli-Sufu antag 2.1, Apaf1 inhib 6.2, Jurkat NFkB inh -1.6, UBC13 inh -1.1, SENP7 inh 3.0, SENP8 inh 3.2 and HKDC1 inh 0.9.
O=C(CCCN1C(=O)/C(=C\c2cccs2)SC1=S)Nc1ccc(O)cc1C(=O)O was read as 697 NFkB inh 15.6, Gli-Sufu antag 2.8, Apaf1 inhib -1.9, Jurkat NFkB inh 22.6, UBC13 inh -20.4, SENP7 inh -0.1, SENP8 inh 14.0 and HKDC1 inh 11.0.
Screening Cc1csc(Nc2ccccc2)n1 returned 697 NFkB inh -11.1, Gli-Sufu antag -19.3, Apaf1 inhib 3.0, Jurkat NFkB inh -6.2, UBC13 inh -0.8, SENP7 inh 4.7, SENP8 inh 2.9 and HKDC1 inh -4.0.
O=C(Cc1ccccc1)Nc1nccs1 was read as 697 NFkB inh 5.7, Gli-Sufu antag 6.0, Apaf1 inhib 2.7, Jurkat NFkB inh -8.1, UBC13 inh 2.5, SENP7 inh -7.0, SENP8 inh 2.4 and HKDC1 inh -8.7.
For C#CC(CC)(CC)NC(=O)c1ccc(Br)s1 the results were 697 NFkB inh -13.9, Gli-Sufu antag -22.6, Apaf1 inhib -5.5, Jurkat NFkB inh 0.8, UBC13 inh 5.1, SENP7 inh 9.8, SENP8 inh 9.3 and HKDC1 inh 1.1.
For CCOC(=O)C1=CN(Cc2cccc(F)c2)S(=O)(=O)NC1c1cccc(OC)c1 (stereo not given) the results were 697 NFkB inh -4.0, Gli-Sufu antag 16.4, Apaf1 inhib 30.2, SENP7 inh 1.4 and HKDC1 inh -0.8.
Screening Nc1nnc(SCC(=O)NNC(=O)c2ccc([N+](=O)[O-])cc2)s1 returned 697 NFkB inh 13.7, Gli-Sufu antag 1.7, Apaf1 inhib -5.3, Jurkat NFkB inh -2.0, UBC13 inh -7.7, SENP7 inh 4.4, SENP8 inh 1.3 and HKDC1 inh -0.3.
COc1cnn(-c2cccc(C(F)(F)F)c2)c(=O)c1Cl was read as 697 NFkB inh -12.2, Gli-Sufu antag -2.5, Apaf1 inhib 12.0, Jurkat NFkB inh -23.5, UBC13 inh -8.1, SENP7 inh -13.5, SENP8 inh -11.4 and HKDC1 inh -6.2.
Screening O=C(Nc1ccc(Cl)cc1)N1CCC(c2nc(-c3cccs3)no2)CC1 returned 697 NFkB inh -6.4, Gli-Sufu antag -2.4, Apaf1 inhib -6.9, Jurkat NFkB inh -8.7, UBC13 inh -0.7, SENP7 inh -6.1, SENP8 inh -10.3 and HKDC1 inh -5.3.
For O=C(CSc1nnnn1-c1ccc2c(c1)CCC2)NCc1cccs1 the results were 697 NFkB inh -16.7, Gli-Sufu antag -7.4, Apaf1 inhib 1.4, Jurkat NFkB inh -1.8, UBC13 inh 4.1, SENP7 inh 3.1, SENP8 inh -7.5 and HKDC1 inh 4.0.
CN(CC(=O)NCc1ccccc1Cl)CC(=O)Nc1ccccc1Br was read as 697 NFkB inh 8.7, Gli-Sufu antag 0.8, Apaf1 inhib 2.9, Jurkat NFkB inh 7.6, UBC13 inh 11.5, SENP7 inh -4.2, SENP8 inh -1.7 and HKDC1 inh -4.8.
`CC(C)c1nnc(SCC(=O)Nc2ccc3c(c2)OCO3)n1C` gave 697 NFkB inh 14.1, Gli-Sufu antag 0.1, Apaf1 inhib 3.3, Jurkat NFkB inh 3.9, UBC13 inh 8.1, SENP7 inh -3.1, SENP8 inh -3.2 and HKDC1 inh -3.7.
CC(c1ccccc1)N(NC(=O)C(O)(c1ccccc1)c1ccccc1)C(=O)c1ccccc1 (stereo not given) was read as 697 NFkB inh -5.0, Gli-Sufu antag 1.2, Apaf1 inhib 5.8, Jurkat NFkB inh 11.3, UBC13 inh 5.7, SENP7 inh -4.0, SENP8 inh 1.2 and HKDC1 inh -14.4.
Screening CCCN(Cc1ccccc1)C(=S)Nc1cccc(C(F)(F)F)c1 returned 697 NFkB inh -3.1, Gli-Sufu antag 6.9, Apaf1 inhib 5.1, Jurkat NFkB inh -6.6, UBC13 inh 7.3, SENP7 inh 18.2, SENP8 inh 2.3 and HKDC1 inh 2.6.
`COc1ccc(C)cc1NC(=O)COC(=O)c1ccc2ccccc2n1` gave 697 NFkB inh 7.5, Gli-Sufu antag -3.8, Apaf1 inhib -7.0, Jurkat NFkB inh -3.3, UBC13 inh 4.0, SENP7 inh -0.5, SENP8 inh 4.2 and HKDC1 inh -1.7.

Ordered by molar mass (ascending): three of the compounds above.
O=C(Cc1ccccc1)Nc1nccs1 was read as 697 NFkB inh 5.7, Gli-Sufu antag 6.0, Apaf1 inhib 2.7, Jurkat NFkB inh -8.1, UBC13 inh 2.5, SENP7 inh -7.0, SENP8 inh 2.4 and HKDC1 inh -8.7.
Screening CN1CCN(c2nc3c(c(=O)n(C)c(=O)n3C)n2CC(N)=O)CC1 returned 697 NFkB inh 9.7, Gli-Sufu antag -2.2, Apaf1 inhib -1.3, Jurkat NFkB inh -1.9, UBC13 inh -2.0, SENP7 inh 2.0, SENP8 inh -3.4 and HKDC1 inh -10.1.
Screening Nc1nnc(SCC(=O)NNC(=O)c2ccc([N+](=O)[O-])cc2)s1 returned 697 NFkB inh 13.7, Gli-Sufu antag 1.7, Apaf1 inhib -5.3, Jurkat NFkB inh -2.0, UBC13 inh -7.7, SENP7 inh 4.4, SENP8 inh 1.3 and HKDC1 inh -0.3.

More entries follow.
Screening CCCNC(=O)NCCC12CC3CC(CC(C3)C1)C2 returned 697 NFkB inh -23.6, Gli-Sufu antag -13.2, Apaf1 inhib 4.7, Jurkat NFkB inh -24.6, UBC13 inh -1.2, SENP7 inh -3.6, SENP8 inh -9.7 and HKDC1 inh -10.1.
Screening CCCCOc1ccc(CNC(=O)NS(=O)(=O)c2ccc(OCC)cc2)cc1 returned 697 NFkB inh 7.8, Gli-Sufu antag -8.3, Apaf1 inhib 2.5, Jurkat NFkB inh 1.0, UBC13 inh 0.7, SENP7 inh 2.3, SENP8 inh 2.9 and HKDC1 inh 7.9.
Screening NS(=O)(=O)c1ccc(CCNC(=O)c2cnccn2)cc1 returned 697 NFkB inh 1.2, Gli-Sufu antag 2.7, Apaf1 inhib -4.2, Jurkat NFkB inh -10.0, UBC13 inh -4.5, SENP7 inh 0.0, SENP8 inh -8.6 and HKDC1 inh 4.5.
For CCn1c(=O)n(CC)c2cc(S(=O)(=O)N3CCCCC3)c(C)cc21 the results were 697 NFkB inh 9.3, Gli-Sufu antag 7.2, Apaf1 inhib 3.9, Jurkat NFkB inh -2.5, UBC13 inh -19.4, SENP7 inh -9.1, SENP8 inh -4.6 and HKDC1 inh -8.2.
`NC1=NC(c2cn(-c3ccccc3)nc2-c2cccs2)n2c(nc3ccccc32)N1` (stereo not given) gave 697 NFkB inh 3.9, Gli-Sufu antag -3.8, Apaf1 inhib 20.1, Jurkat NFkB inh -14.8, UBC13 inh 22.8, SENP7 inh 1.6, SENP8 inh 3.1 and HKDC1 inh 5.5.
`O=C1CN(C(=O)CCN2CCOCC2)C(c2ccccc2)c2cc(Br)ccc2N1` (stereo not given) gave 697 NFkB inh 9.6, Gli-Sufu antag 4.0, Apaf1 inhib -2.0, Jurkat NFkB inh -1.1, UBC13 inh 11.2, SENP7 inh 3.7, SENP8 inh -1.6 and HKDC1 inh -5.4.
